Casp1 inh = qHTS Assay for Allosteric/Competitive Inhibitors of Caspase-1; hit rate 0.03% among 75,000; Potency, µM (highest dose often 57.5 µM), for the others: at the top dose activity change, negative = inhibition, most hits filed as inhibitors; P29466; Caspase-1 enzyme, Ac-WEHD-AFC fluorogenic rate;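 also: potency is read from the fitted curve at half-maximal effect; plate controls were vehicle for no effect and no substrate for full effect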
Target sequence (P29466 120-297 limits assumed): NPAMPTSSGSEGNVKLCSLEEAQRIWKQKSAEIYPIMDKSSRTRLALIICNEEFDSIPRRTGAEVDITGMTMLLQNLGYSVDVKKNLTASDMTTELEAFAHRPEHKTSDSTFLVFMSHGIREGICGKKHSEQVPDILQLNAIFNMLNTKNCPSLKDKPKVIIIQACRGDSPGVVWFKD
Target sequence (P29466 317-404 limits assumed): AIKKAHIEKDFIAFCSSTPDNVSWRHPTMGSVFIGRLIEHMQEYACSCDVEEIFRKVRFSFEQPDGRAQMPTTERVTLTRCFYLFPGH
Casp7 inh = qHTS Assay for Allosteric/Competitive Inhibitors of Caspase-7 | recombinant caspase-7, Ac-DEVD-AFC fluorescence rate | Potency, µM (doses to about 57.5 µM), inactives show at the top dose activity change, negative = inhibition, actives largely listed as inhibitors | AID 889, 2007 | hit rate 0.02% among 75,000 | P55210; active = well fitted inhibition curve with a large enough effect in the main read-out, with a control signal flat, not every such curve was filed as active; inconclusive = small, poorly fitted or top-dose-only effect, or a change in a side signal; also: potency is read from the fitted curve at half-maximal effect; % of control where 0% means no effect
Target sequence (P55210 24-198 limits assumed): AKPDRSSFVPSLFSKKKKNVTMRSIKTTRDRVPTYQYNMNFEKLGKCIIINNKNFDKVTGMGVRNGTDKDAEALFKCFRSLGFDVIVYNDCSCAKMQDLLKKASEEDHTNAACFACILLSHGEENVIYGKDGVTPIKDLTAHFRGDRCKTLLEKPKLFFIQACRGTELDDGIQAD
Target sequence (P55210 207-303 limits assumed): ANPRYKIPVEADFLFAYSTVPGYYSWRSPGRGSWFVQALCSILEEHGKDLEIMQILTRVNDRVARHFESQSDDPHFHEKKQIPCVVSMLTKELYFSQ
USP2a inhib = qHTS Assay for Inhibitors of Ubiquitin-specific Protease USP2a | Ubiquitin carboxyl-terminal hydrolase 2 (Homo sapiens), O75604 | USP2a enzymatic assay, qHTS inhibition | Potency, µM (top dose mostly 38.3 µM), without a hit: top-dose activity change, negative = inhibition, most hits filed as inhibitors | hit rate 0.1% among 60,000;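 also: potency is read from the fitted curve at half-maximal effect; nearly all actives have a fitted effect of over 60% in size; plate controls were DMSO for no effect and NEM full inhibition control for full effect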
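USP2 core (20nM final) preincubated 30 min RT with compound, then Ub-PLA2 20nM and NBD C6-HPC 20uM final added; buffer 20mM Tris-HCl pH 8.0, 2mM CaCl2. Fluorescence Ex 460/Em 535 read at 0 and 2.5 h; normalized to NEM.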
Fluorescein autfl = qHTS Assay for Spectroscopic Profiling in Fluorescein Spectral Region; Compound autofluorescence, 480/540 nm, fluorescein-equivalent; hits give high values; hit rate 0.91% among 59,000; max fluorescein-equivalent concentration, M; AID 593, 2007; in the data active = max fluorescein-equivalent concentration above about 10 nM; inconclusive = between about 1.1 nM and that limit
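Tris 100 mM pH 8.0; 15 min RT; CCD read, ex 480/em 540 nm. Output: fluorescein-equivalent concentration per compound concentration, from six-point dye series on each plate.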
Epigenetic mod = qHTS Assay for Epigenetic Modulators; hit rate 0.09% among 68,000; mouse C127i GFP locus derepression, cytometry, 30 h; Potency, µM (series often up to 46.1 µM), without a hit: at the top dose GFP derepression (activation); also: % of control where 0% means no effect
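Locus derepression in mouse mammary C127i cells whose integrated CMV-GFP reporter is normally silent; GFP expression after 30 h compound treatment was quantified by counting fluorescent cells.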
A350 fluor = qHTS Assay for Spectroscopic Profiling in A350 Spectral Region | Compound autofluorescence, 340/450 nm, Alexa 350 dye-equivalents; hits give high values | max dye-equivalent concentration, M | hit rate 11% among 59,000; in the data active = max dye-equivalent concentration above about 10 nM; inconclusive = mostly about 1.1 nM to 9.6 nM
UbGFP stabilizer = Ubiquitin-GFP Assay; Ubiquitin-GFP reporter cells, proteasome inhibition, GFP fluorescence; response scale: untreated = 0%, 10 µM MG-132 = 100%; Potency, µM (highest dose often 45.9 µM), inactives show at the highest dose activation (GFP accumulation), actives largely listed as activators; 67,000 tested, under 10 active; active = well fitted activation curve with a large enough effect, not every such curve was filed as active; inconclusive = small, poorly fitted or top-dose-only effect, or another doubt; inactive = no such curve, though single readings can be large or run the other way; also: potency is read from the fitted curve at half-maximal effect
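U2OS Ub(G76V)-GFP reporter; O/N plating, 0.5% FBS; cpd 46 uM–2.9 nM, 4 h, 37 °C; GFP+ cell count, 488/515 nm; norm. to basal vs 10 uM MG-132; CRC fit.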
4MU fluor = qHTS Assay for Spectroscopic Profiling in 4-MU Spectral Region | AID 589, 2007 | hit rate 11% among 59,000 | compound autofluorescence, 340/450 nm, 4-MU equivalents; hits give high values | max dye-equivalent concentration, M; in the data active = max dye-equivalent concentration above about 10 nM; inconclusive = mostly about 1.1 nM to 9.6 nM
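Compounds in 100 mM Tris, pH 8.0, incubated 15 min at room temperature, then fluorescence read at 340 nm excitation/450 nm emission. Signal converted to 4-MU dye-equivalent concentration using an on-plate six-point 4-MU standard curve.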
BRCT inh green = qHTS Assay for Inhibitors of BRCT-Phosphoprotein Interaction (Green Fluorophore) | Breast cancer type 1 susceptibility protein (Homo sapiens), P38398 | BRCA1 BRCT-phosphopeptide binding, green fluorescence polarization | Potency, µM (highest dose often 76.9 µM), inactives show at the top dose activity change, negative = inhibition, hits mostly inhibitors | hit rate 0.05% among 75,000;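 also: potency is read from the fitted curve at half-maximal effect; plate controls were peptide without protein for full effect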
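Fluorescence polarization: His-tagged BRCT (~35 kDa BRCA1 C-terminus, 250 nM) bound to 100 nM fluorescein-labeled phosphorylated 10-aa BACH1 peptide, pH 7.3 phosphate buffer with DTT and Tween 20. Compounds incubated 12 min at room temperature; inhibition read as lowered polarization.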
BRCT inh red = qHTS Assay for Inhibitors of BRCT-Phosphoprotein Interaction (Red Fluorophore); Breast cancer type 1 susceptibility protein (Homo sapiens), P38398; BRCT-phosphopeptide binding, red fluorescence polarization; Potency, µM (highest dose often 76.9 µM), without a hit: top-dose activity change, negative = inhibition, usual class: inhibitors; hit rate 0.03% among 75,000; AID 892, 2007; also: % is scaled to controls: 0 for no effect and ±100 for the full control effect
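Fluorescence polarization: 100 nM His-tagged BRCA1 BRCT with 100 nM TAMRA-labelled phospho-BACH1 decapeptide, phosphate buffer pH 7.3 with 150 mM NaCl, DTT, 0.01% Tween 20; 12 min RT. Binding inhibition seen as FP decrease.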
HEK293 cAMP cs = qHTS Assay for Agonists of the Thyroid Stimulating Hormone Receptor: Activators of Intracellular cAMP Concentrations in Parental HEK 293; Potency, µM (titrated, usually from 57.1 µM), for inactives: top-dose activation, most hits filed as activators; hit rate 2.5% among 73,000; parental HEK293 CNG cAMP sensor, membrane potential fluorescence; AID 938, 2007; also: potency is read from the fitted curve at half-maximal effect; % of control where 0% means no effect; nearly all actives have a fitted effect of over 55% in size
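Parental HEK 293 cells stably expressing a cAMP-gated CNG channel were loaded with membrane potential dye containing 100 uM RO 20-1724 for 60 min. Compound added for 30 min; depolarization read as fluorescence intensity at 590 nm.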
Active calls of the source: *; i = inactive; ? = inconclusive; nt = no result given; [ ] = another dose, or the depositor's remark. Unless noted, calls follow the shape of the dose curve; as a rule, active = well fitted curve in the direction sought with a large enough effect; inconclusive = small, poorly fitted or top-dose-only effect, or another doubt; inactive = no such curve, though single readings can be large; an effect the other way counts as inactive or inconclusive. An excerpt; rates above refer to the full screens.

Short forms: A = Casp1 inh; B = Casp7 inh; C = USP2a inhib; D = Fluorescein autfl; E = Epigenetic mod; F = A350 fluor; G = UbGFP stabilizer; H = 4MU fluor; I = BRCT inh green; J = BRCT inh red; K = HEK293 cAMP cs
1. CN1CCN(C2=NC3(CCCC3)C(C#N)C(=O)N2)CC1 (stereo not drawn)
  A: 0.2%; B: -1.6%; C: 2.1%; D: ?; E: -3.8%; F: i; G: 1.7%; H: i; I: 0.3%; J: 0.3%; K: -2.8%
2. O=C(COC(=O)c1cc(=O)[nH]c2ccccc12)NC(=O)NC1CCCCC1
  A: -5.2%; B: -14.1%; C: 37.5%[activator]; D: ?; E: 0.0%; F: 3.71e-08M*; G: -2.6%; H: 2.47e-08M*; I: 0.0%; J: -0.5%; K: -14.9%
3. Cc1nc2ccccc2c2oc(C(=O)NCC3COc4ccccc4O3)cc12 (stereo not drawn)
  A: 1.0%; B: -4.0%; C: nt; D: nt; E: -3.4%; F: nt; G: -3.0%; H: nt; I: 5.1%; J: 0.9%; K: 25.1µM*
4. Cc1ccc(C)c(N2CCN(CCCNC(=O)Cn3cc4c(n3)CCCCC4)CC2)c1
  A: 0.4%; B: -0.5%; C: nt; D: nt; E: 0.0%; F: nt; G: -3.3%; H: nt; I: -0.7%; J: -1.1%; K: 17.8%
5. COCCCN(C(=O)Cn1ncc2c(=O)oc3ccc(C)cc3c21)C(C)c1ccncc1 (stereo not drawn)
  A: 0.5%; B: -1.6%; C: nt; D: nt; E: -3.4%; F: nt; G: -5.9%; H: nt; I: 0.4%; J: -1.1%; K: 4.5%
6. Cc1nnc(NC(=O)C(C)Sc2nncn2C)s1 (stereo not drawn)
  A: 1.4%; B: 0.5%; C: nt; D: nt; E: nt; F: nt; G: 1.5%; H: nt; I: -6.4%; J: -0.7%; K: 14.4%
7. CN(C)/C=C1/Nc2ccccc2C1=O
  A: -7.6%; B: -5.1%; C: -7.2%; D: i; E: 0.0%; F: ?; G: -2.6%; H: i; I: 0.7%; J: -2.1%; K: 1.3%
8. CCOC(=O)CC12CN3CN(C1)CC(CC(=O)OCC)(C3)C2=O
  A: -0.5%; B: 6.6%; C: -3.8%; D: ?; E: -1.2%; F: i; G: 0.9%; H: i; I: -2.2%; J: -1.3%; K: -3.8%
9. O=S(=O)(c1ccc(Br)s1)N1CCN(c2ccccc2)CC1
  A: -4.8%; B: -3.8%; C: -8.8%; D: i; E: 0.0%; F: 3.4e-07M*; G: 0.0%; H: 2.6e-07M*; I: 3.0%; J: -0.9%; K: 17.8%
10. Cc1cnc(CNc2cc(-c3ccoc3)ncn2)cn1
  A: -19.4%; B: ?; C: 7.2%; D: ?; E: 8.0%[9.22 µM]; F: i; G: 2.8%; H: i; I: -3.0%; J: -3.8%; K: 6.2%

Structural class, the compounds so far containing nitrogen in an aromatic ring
Short forms: A = Casp1 inh; B = Casp7 inh; C = USP2a inhib; D = Fluorescein autfl; E = Epigenetic mod; F = A350 fluor; G = UbGFP stabilizer; H = 4MU fluor; I = BRCT inh green; J = BRCT inh red; K = HEK293 cAMP cs
2. O=C(COC(=O)c1cc(=O)[nH]c2ccccc12)NC(=O)NC1CCCCC1
  A: -5.2%; B: -14.1%; C: 37.5%[activator]; D: ?; E: 0.0%; F: 3.71e-08M*; G: -2.6%; H: 2.47e-08M*; I: 0.0%; J: -0.5%; K: -14.9%
3. Cc1nc2ccccc2c2oc(C(=O)NCC3COc4ccccc4O3)cc12 (stereo not drawn)
  A: 1.0%; B: -4.0%; C: nt; D: nt; E: -3.4%; F: nt; G: -3.0%; H: nt; I: 5.1%; J: 0.9%; K: 25.1µM*
4. Cc1ccc(C)c(N2CCN(CCCNC(=O)Cn3cc4c(n3)CCCCC4)CC2)c1
  A: 0.4%; B: -0.5%; C: nt; D: nt; E: 0.0%; F: nt; G: -3.3%; H: nt; I: -0.7%; J: -1.1%; K: 17.8%
5. COCCCN(C(=O)Cn1ncc2c(=O)oc3ccc(C)cc3c21)C(C)c1ccncc1 (stereo not drawn)
  A: 0.5%; B: -1.6%; C: nt; D: nt; E: -3.4%; F: nt; G: -5.9%; H: nt; I: 0.4%; J: -1.1%; K: 4.5%
6. Cc1nnc(NC(=O)C(C)Sc2nncn2C)s1 (stereo not drawn)
  A: 1.4%; B: 0.5%; C: nt; D: nt; E: nt; F: nt; G: 1.5%; H: nt; I: -6.4%; J: -0.7%; K: 14.4%
10. Cc1cnc(CNc2cc(-c3ccoc3)ncn2)cn1
  A: -19.4%; B: ?; C: 7.2%; D: ?; E: 8.0%[9.22 µM]; F: i; G: 2.8%; H: i; I: -3.0%; J: -3.8%; K: 6.2%

Compound activity: PubChem BioAssay, National Center for Advancing Translational Sciences (NCATS)
